Screens (PubChem)
E-sel TNF inh = TNF alpha driven E-selectin expression inhibition | HUVEC TNFa-induced E-selectin immunofluorescence, high content | inhibition, % at 2 µM | hit rate 0.71% among 120,000 | AID 1246;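 active means inhibition above the batch mean plus 3 SD, and confirmed as a hit on visual image review, cut at about 43% in these data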;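 further: 0% = TNF-stimulated DMSO wells and 100% = unstimulated control wells; not every result past the cut was called active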
Yeast growth inh = chemicals that inhibit yeast BB579 growth in restrictive medium (lifespan-shortening candidates); S. cerevisiae BB579 growth, OD615, 48 h; inhibition, % at 10 µM; hit rate 0.51% among 140,000;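 active means inhibition above a set limit, 3 SD over the mean compound inhibition, cut at about 44% in these data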; further: inactives centre near -24
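Assay system – yeast BB579 (DeaD) · Dosing – single compound dose of 10 µM, 0.25% DMSO final · Detection – OD615 turbidity measurement · Buffer or medium – CSMM-D restrictive synthetic medium containing dextrose (glucose) · Benchmarks – positive control amphotericin B 10 µg/mL · Incubation – 48 h exposure, 30 °C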
NPY-Y2 antag = antagonists of human neuropeptide Y receptor Y2. NPY-Y2 expressing cells, antagonist mode. inhibition, % at 2.7 µM. P49146. hit rate 0.99% among 140,000. AID 793; in the data active means inhibition above about 17%;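 further: 0% = vehicle with agonist challenge and 100% = reference antagonist with challenge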
Target sequence (P49146 whole entry, looked up): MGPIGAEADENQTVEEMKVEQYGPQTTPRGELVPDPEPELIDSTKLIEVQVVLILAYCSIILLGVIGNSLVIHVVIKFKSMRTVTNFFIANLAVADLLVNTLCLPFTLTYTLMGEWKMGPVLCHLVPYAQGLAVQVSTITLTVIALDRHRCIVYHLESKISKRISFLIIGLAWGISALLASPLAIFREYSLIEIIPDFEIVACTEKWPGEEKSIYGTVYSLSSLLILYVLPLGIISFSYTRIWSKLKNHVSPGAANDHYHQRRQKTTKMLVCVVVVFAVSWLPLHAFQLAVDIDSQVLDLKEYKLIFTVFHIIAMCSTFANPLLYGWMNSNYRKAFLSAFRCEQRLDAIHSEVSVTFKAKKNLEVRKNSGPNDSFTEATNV
HCT116 PTEN-null = suppresses growth of cells with PTEN deletion. HCT116 PTEN-null viability, CellTiter-Glo, 60 h; active compounds read low. viability, % at 10 µM. hit rate 1.2% among 140,000. AID 827;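 active means viability at or below a set limit, 4 SD under the median of all tested compounds, cut at about 3.7% in these data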;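 further: PTEN knockout HCT116 line with beta catenin targeted HCT116 as companion control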
GALR2 blocker = antagonists of human galanin receptor 2 (GALR2) | O43603 | GALR2-expressing cells, antagonist mode | inhibition, % at 4 µM | hit rate 0.39% among 140,000 | AID 828; in the data active means inhibition above about 27%;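 further: cells stimulated with galanin 1-16 at roughly its EC80; 0% = agonist challenge control and 100% = basal control without agonist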
Target sequence (O43603 whole entry, looked up): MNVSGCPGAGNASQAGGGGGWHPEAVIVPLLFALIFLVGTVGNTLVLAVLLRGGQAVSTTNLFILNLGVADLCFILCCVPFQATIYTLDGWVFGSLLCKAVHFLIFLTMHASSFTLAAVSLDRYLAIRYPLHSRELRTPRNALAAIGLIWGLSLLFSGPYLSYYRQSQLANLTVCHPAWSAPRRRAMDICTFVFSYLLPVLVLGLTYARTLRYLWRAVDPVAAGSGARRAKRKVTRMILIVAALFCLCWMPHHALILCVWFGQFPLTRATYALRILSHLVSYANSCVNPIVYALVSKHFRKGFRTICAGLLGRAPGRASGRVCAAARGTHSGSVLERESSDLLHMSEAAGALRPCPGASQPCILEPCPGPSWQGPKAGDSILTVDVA
MRP-1 activ = activators of MRP-1 | hit rate 0.61% among 140,000 | AID 799 | viability increase, % at 10 µM | H69AR cells + doxorubicin, viability rescue, CellTiter-Glo;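 active means viability gain under doxorubicin at or above a set limit, the compound median plus 3 SD, cut at about 4.7% in these data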;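 further: MRP-1 overexpressing cells given doxorubicin 25 µM after compound pretreatment; 18-22 h compound pretreatment then 72 h with doxorubicin before readout; 0% = doxorubicin-only wells and 100% = vehicle-treated cells without doxorubicin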
bCat KO growth = beta-catenin-lacking colon tumor cell growth suppression. viability, % at 10 µM. HCT116 beta-catenin knockout viability, CellTiter-Glo, 60 h; active compounds read low. hit rate 1.5% among 140,000. AID 818;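 active means viability at or under a set limit, the compound median less 4 SD, cut at about 6% in these data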;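 further: 0% = Hyamine 1622 control at 20 µM and 100% = untreated cell control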
Measles CPE = protection of cells from measles virus. hit rate 1.5% among 140,000. protection (pct of control), % at 4 µM. AID 841. Measles virus-infected cells, CPE protection, absorbance; in the data active means protection mostly above about 24%, no sharp cut-off; inactive means mostly below about 26%; further: some compounds called inactive have numbers as strong as hits
Phagocyt inh = inhibitors of macrophage phagocytosis; J774A.1 macrophage IgG-bead phagocytosis, imaging; inhibition, % at 5 µM; hit rate 0.07% among 110,000;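 active means inhibition above the mean of the plate negative controls plus 5 SD, cut at about 13% in these data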;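 further: phagocytic index as fraction of beads internalized from green versus red external bead signal; plate controls were DMSO negative control for no effect and cytochalasin-D positive control for full effect; some results beyond the cut were filed as inactive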
Yeast life ext = extends the lifespan of yeast. hit rate 0.68% among 130,000. AID 775. S. cerevisiae growth with nicotinamide, OD615; deaD strain in restrictive glucose medium. inhibition of the nicotinamide effect, % at 10 µM;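 active means inhibition above a set limit, placed 3 SD over the median of all compounds, cut at about 26% in these data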;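 further: 0% = nicotinamide-treated wells and 100% = cells grown without nicotinamide; some compounds called inactive have numbers as strong as hits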
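Buffer or medium: CSMM-D glucose medium, restrictive; test system: modified budding yeast, DeaD strain; compound: single dose 10 µM compound, 0.25% DMSO; schedule: culture preincubation 4 h, compound exposure 48 h, both 30 °C; detection: optical density (absorbance) at 615 nm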
The depositor's hits bear a star; . = no result given.

Sample of the layout, 7 compounds:
SMILES	E-sel TNF inh	Yeast growth inh	NPY-Y2 antag	HCT116 PTEN-null	GALR2 blocker	MRP-1 activ	bCat KO growth	Measles CPE	Phagocyt inh	Yeast life ext
COc1ccc(C(=O)Oc2ccc(F)cc2C(=O)/C=C/c2ccc(OC)c(OC)c2)cc1	12	-26	9	101	11	-5.8	98	8	-7	1
Cc1ccc(-c2nnn(CCC(=O)NC3CCCC3)n2)cc1	10	1	2	88	6	-0.3	92	11	2	-6
Cc1cccc(N2CCN(c3nnnn3-c3ccccc3)CC2C)c1 (centres undefined)	21	-39	2	82	6	1.4	75	6	0	-3
O=C(COc1ccc(Cl)cc1)NCc1nnc(SCC(=O)N2CCCc3ccccc32)o1	-15	-26	4	87	-2	1.7	87	3	0	10
CC(C)CC(C(=O)N1CCc2ccccc2C1)N1C(=O)c2ccccc2C1=O (centres undefined)	2	-9	14	88	-3	-1.9	77	16	-2	-7
CC#CC[N+](C)(C)CCCCCCCCCCCC	.	42	6	0.6*	-13	-5.5	0.8*	2	13	-9
O=S(=O)(Nc1ccc(-c2nc3ccccc3o2)cc1)c1ccccc1	16	46*	2	101	7	-3.7	95	9	0	-7

This part in full, previewed entries included:
SMILES	E-sel TNF inh	Yeast growth inh	NPY-Y2 antag	HCT116 PTEN-null	GALR2 blocker	MRP-1 activ	bCat KO growth	Measles CPE	Phagocyt inh	Yeast life ext
COc1ccc(C(=O)Oc2ccc(F)cc2C(=O)/C=C/c2ccc(OC)c(OC)c2)cc1	12	-26	9	101	11	-5.8	98	8	-7	1
Cc1ccc(-c2nnn(CCC(=O)NC3CCCC3)n2)cc1	10	1	2	88	6	-0.3	92	11	2	-6
Cc1cccc(N2CCN(c3nnnn3-c3ccccc3)CC2C)c1 (centres undefined)	21	-39	2	82	6	1.4	75	6	0	-3
O=C(COc1ccc(Cl)cc1)NCc1nnc(SCC(=O)N2CCCc3ccccc32)o1	-15	-26	4	87	-2	1.7	87	3	0	10
CC(C)CC(C(=O)N1CCc2ccccc2C1)N1C(=O)c2ccccc2C1=O (centres undefined)	2	-9	14	88	-3	-1.9	77	16	-2	-7
CC#CC[N+](C)(C)CCCCCCCCCCCC	.	42	6	0.6*	-13	-5.5	0.8*	2	13	-9
O=S(=O)(Nc1ccc(-c2nc3ccccc3o2)cc1)c1ccccc1	16	46*	2	101	7	-3.7	95	9	0	-7
S=C(NCc1ccccc1)NCc1cccc(CNC(=S)NCc2ccccc2)c1	.	-16	-1	93	-8	-2.4	88	13	-6	0
CN(C(=O)COC(=O)c1cccnc1Nc1cccc(C(F)(F)F)c1)C1CCS(=O)(=O)C1 (centres undefined)	.	-6	-2	93	-5	0.6	82	8	-5	1
CCc1nc(C)c(-c2ccccc2)c(=O)[nH]1	-19	-30	1	92	5	-1.5	102	4	.	.
CNS(=O)(=O)c1cccc(C(=O)OCC(=O)Nc2sc3c(c2C#N)CCCCC3)c1	8	-28	2	90	4	-0.3	94	11	-7	0
Cc1cc(Oc2ccc(C#N)cc2)nc(NCc2ccccc2)n1	11	-28	6	81	20	-2.5	80	19	2	-3
Cc1ccc(CN(CC2CCCO2)C(=O)CN2C(=O)C(C(C)C)Oc3ccccc32)o1 (centres undefined)	.	10	8	73	10	-0.7	73	16	.	-16
COC(=O)c1c(NC(=O)c2ccco2)sc2c1C(C(=O)OC)CC2 (centres undefined)	.	-5	11	85	-19	-4.2	109	25	-1	-16
O=C(Cn1c(=O)sc2ccccc21)Nc1ccc(S(=O)(=O)N2CCCCC2)cc1	-1	-4	-2	81	3	-4.5	80	11	.	.

An excerpt from above, limited to MRP-1 activ.
Structure	MRP-1 activ
Cc1ccc(-c2nnn(CCC(=O)NC3CCCC3)n2)cc1	-0.3
O=S(=O)(Nc1ccc(-c2nc3ccccc3o2)cc1)c1ccccc1	-3.7
S=C(NCc1ccccc1)NCc1cccc(CNC(=S)NCc2ccccc2)c1	-2.4
COC(=O)c1c(NC(=O)c2ccco2)sc2c1C(C(=O)OC)CC2 (centres undefined)	-4.2

More records.
SMILES	E-sel TNF inh	Yeast growth inh	NPY-Y2 antag	HCT116 PTEN-null	GALR2 blocker	MRP-1 activ	bCat KO growth	Measles CPE	Phagocyt inh	Yeast life ext
COCCNC(=O)NC(=O)COC(=O)c1cc([N+](=O)[O-])ccc1Sc1nc(C)cs1	-11	-31	-1	97	8	0.7	105	7	2	-6
CNC(=O)C1Cc2ccccc2CN1S(=O)(=O)c1cccs1 (centres undefined)	.	-44	1	95	-1	-1.7	92	3	-14	0
COc1ccccc1OCc1ccc(C(=O)N(C)C)o1	-9	-17	0	94	12	-2.1	98	4	.	-23
O=C(c1cc(C(=O)NCCc2ccccc2)c(=O)n(CCc2ccccc2)c1)c1cc(Cl)ccc1O	-4	-12	2	42	8	-3.0	60	11	-2	6
Cc1c(Br)c(C(=O)N2CCc3ccccc32)nn1C	.	-14	1	100	-1	-0.5	91	11	-2	0
CC(=O)Nc1ccc(-c2csc(NC(=O)c3ccc(C)o3)n2)cc1	-1	-49	2	82	10	-1.2	75	22	0	-21
O=S(=O)(c1ccc(Cl)s1)N1CCCc2cccc(O)c21	-17	-31	1	71	-3	-1.7	86	7	0	-8
Cc1nc2ccccc2nc1OCC(=O)Nc1cc(C(F)(F)F)ccc1N1CCOCC1	11	-52	11	71	-11	-1.3	85	5	4	-7
COc1ccc(OCC(=O)O/N=C(\N)Cc2ccc(Cl)cc2)cc1	4	-33	10	94	7	-2.9	76	37	2	-9
Cn1c(=O)oc2cc(S(=O)(=O)NCCN3CCCCCC3)ccc21	.	-8	4	104	-6	0.2	117	9	.	-17
COC(=O)c1cc2occc2n1Cc1nc(-c2cccc(Cl)c2)oc1C	22	-28	9	79	6	-1.5	69	19	.	11
CCNC(=O)COC(=O)C1CCC(=O)N(c2ccc(OC)cc2)C1c1ccc(OC)cc1 (centres undefined)	-7	-43	3	93	-11	0.4	95	16	-1	-2
COC(=O)c1ccc(Cl)c(NC(=O)NC23CC4CC(CC(C4)C2)C3)c1	30	-65	9	15	5	-3.2	8	6	0	-3
N#CCCCSc1nnc(-c2ccc(Cl)cc2)n1-c1ccccc1	.	-37	6	81	0	-1.9	91	4	-1	8
Cc1ccc(/C=C/C(=O)O)cc1S(=O)(=O)NCCCC(=O)O	47	-29	1	107	9	-0.6	101	5	.	-3
COc1cc(/C=N/NC(=O)CN(Cc2ccco2)S(=O)(=O)c2ccccc2)ccc1O	.	-19	1	85	-8	-1.6	89	17	-11	-8
c1csc(CSc2nnc3sc4ccccc4n23)c1	-10	-40	3	96	4	-3.4	85	8	.	.
COc1ccc(Nc2nc3ccccc3c(=O)s2)c(OC)c1	3	-36	-1	102	-4	-3.7	94	2	-1	-8
COc1ccc(CNC(=O)COC(=O)C2CCC(C(C)(C)C)CC2)cc1 (centres undefined)	-11	-23	9	89	4	-1.0	97	3	.	-3
CC(C)(C)C1CCC(=NNC(=O)CC(=O)NCc2ccccc2)CC1 (centres undefined)	21	-30	-1	103	-3	-1.9	88	24	.	-2
COc1cccc(NC(=O)C2C3C=CC4(O3)C2C(=O)N(C2CC2)C4C(=O)NC2CCCCC2C)c1 (centres undefined)	-32	-45	0	89	-13	-2.2	92	20	-1	-2
OC1(c2ccccc2)C/C(=N\n2cnnc2)C=C1c1ccccc1 (centres undefined)	0	-29	3	96	-9	-1.3	106	4	-1	-23
C/C(NC(=O)c1ccccc1F)=C1\C(=O)C[C@@H]2[C@H]1C2(C)C	11	-69	5	89	2	0.7	91	4	0	-2
O=C(Nc1ccccc1)ON=C1c2ccccc2-c2ccccc21	-29	-43	3	93	10	-3.5	112	6	-1	-35
O=C1C=C(NNC(=O)c2ccccc2Br)CCC1	.	-18	-1	104	15	-0.1	100	5	.	13
O=C(Nc1cccc2nsnc12)c1ccc(-c2ccc(Br)cc2)o1	-4	-45	1	101	-4	-1.5	89	20	-4	-23
CCOC(=O)N1CCN(C(=O)Cn2ncc3c2-c2ccccc2OC3)CC1	.	19	3	97	-16	0.4	104	14	1	-4
Cc1nn(-c2ccccc2)c(Cl)c1C1C(C#N)=C(N)Oc2c1c(C)nn2-c1ccccc1 (centres undefined)	15	-47	2	94	1	-5.3	87	4	1	-17
Cc1cc(SCn2nnc3ccccc3c2=O)nc2ccccc12	.	-8	8	82	3	-0.7	71	9	-8	-4
COc1ccc2[nH]c3c(NCCCN4CCCC4=O)ncnc3c2c1	3	-18	0	90	5	-4.4	90	20	-1	-23

2 compounds picked at random from the list so far:
SMILES	E-sel TNF inh	Yeast growth inh	NPY-Y2 antag	HCT116 PTEN-null	GALR2 blocker	MRP-1 activ	bCat KO growth	Measles CPE	Phagocyt inh	Yeast life ext
O=C(Nc1cccc2nsnc12)c1ccc(-c2ccc(Br)cc2)o1	-4	-45	1	101	-4	-1.5	89	20	-4	-23
O=C(Nc1ccccc1)ON=C1c2ccccc2-c2ccccc21	-29	-43	3	93	10	-3.5	112	6	-1	-35

(further entries)
SMILES	E-sel TNF inh	Yeast growth inh	NPY-Y2 antag	HCT116 PTEN-null	GALR2 blocker	MRP-1 activ	bCat KO growth	Measles CPE	Phagocyt inh	Yeast life ext
O=C(Cn1c(-c2ccccn2)nc2ccccc21)NCCN1CCOCC1	10	-7	-1	102	13	-1.1	99	4	0	-15
CC(C)(C)c1ccc(C(=O)Nc2ccc(CC(=O)O)cc2)o1	.	-21	-1	96	-9	-0.4	90	20	-2	-3
Cc1ccc2c(c1)c1cccc3c1n2CCN3CCC(N)=O	-1	-15	-3	61	-4	-0.3	73	3	1	-21
O=C1/C(=C/c2ccccc2O)SC(=S)N1Cc1cccnc1	.	-15	4	23	3	-3.5	17	4	-10	4
Cc1ccc(S(=O)(=O)NC(=O)Nc2ncc3c(n2)CC(c2ccco2)CC3=O)cc1 (centres undefined)	-17	-6	0	101	-3	-1.8	97	16	-10	-8
CCOC(=O)c1[nH]c(C)c(C(=O)OCCOc2cccc(C)c2)c1C	-31	-7	2	86	-11	2.2	81	7	-7	1
O=c1cc(O)c2sc(Nc3cccc(C(F)(F)F)c3)nc2[nH]1	.	-43	3	78	7	-2.1	84	11	-1	0
CCC(NS(=O)(=O)c1ccc(OC)cc1)C(=O)O (centres undefined)	3	-8	0	96	1	-0.4	90	6	-1	-3
NC1=NC(c2ccc(Cl)cc2)n2c(nc3ccccc32)N1 (centres undefined)	-1	-64	1	91	9	-3.7	84	7	-1	-1
COc1ccc(-n2nnc3c(SCc4ccccc4)ncnc32)cc1	.	-17	4	94	-3	-1.3	98	25	0	-10
Cc1no[n+]([O-])c1COc1ccc(/C=N/n2nnnc2N)cc1	.	-27	5	80	-2	-3.5	84	5	-7	2
CCOc1ccc2nc(SCC(=O)N(C)C3CCS(=O)(=O)C3)[nH]c2c1 (centres undefined)	.	-46	-3	93	-4	-1.2	91	6	0	-6
COc1ccc2oc(=O)c(-c3nc4ccccc4o3)cc2c1	-25	1	3	98	5	-2.5	94	2	.	.

Compounds as they come, and some 6.1% of all compounds hit somewhere here.
